Source: PubChem (National Center for Advancing Translational Sciences (NCATS))
NTMT1 inhibitor = Primary qHTS for Inhibitors of N-terminal methyltransferase 1 (NTMT1): MTaseGlo Assay. Potency, µM (top dose mostly 114 µM), inactives show at the top dose activity change, negative = inhibition, usual class: inhibitors. NTMT1 MTase-Glo SAH luminescence, purified enzyme. actives 2.5% (n = 59,000);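 note: potency is the fitted concentration of half-maximal effect; plate controls were DMSO vehicle for no effect and no enzyme for full effect; nearly all actives have a fitted effect of over 65% in size; many of its hits are not listed in these tables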
Target sequence (Q9BV86 whole entry, looked up): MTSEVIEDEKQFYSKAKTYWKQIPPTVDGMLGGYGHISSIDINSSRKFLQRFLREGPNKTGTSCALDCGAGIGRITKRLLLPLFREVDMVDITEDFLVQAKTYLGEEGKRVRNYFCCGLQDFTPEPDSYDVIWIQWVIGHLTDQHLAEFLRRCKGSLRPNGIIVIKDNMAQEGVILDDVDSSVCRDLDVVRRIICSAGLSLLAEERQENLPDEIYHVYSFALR
B2AR arrestin ag = qHTS assay of beta-arrestin-biased ligands of beta2-adrenergic receptor: NCGC Sytravon Library Screen | HTLA Tango cells, beta-arrestin recruitment, luciferase luminescence, 18 h | Beta-2 adrenergic receptor (Homo sapiens), P07550 | 44,000 tested, under 10 active | Potency, µM (series often up to 46.1 µM), without a hit: top-dose activation, hits mostly activators;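 note: potency is the fitted concentration of half-maximal effect; 0% = DMSO and full agonism = EC100 isoproterenol or metaproterenol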
Target sequence (P07550 whole entry, looked up): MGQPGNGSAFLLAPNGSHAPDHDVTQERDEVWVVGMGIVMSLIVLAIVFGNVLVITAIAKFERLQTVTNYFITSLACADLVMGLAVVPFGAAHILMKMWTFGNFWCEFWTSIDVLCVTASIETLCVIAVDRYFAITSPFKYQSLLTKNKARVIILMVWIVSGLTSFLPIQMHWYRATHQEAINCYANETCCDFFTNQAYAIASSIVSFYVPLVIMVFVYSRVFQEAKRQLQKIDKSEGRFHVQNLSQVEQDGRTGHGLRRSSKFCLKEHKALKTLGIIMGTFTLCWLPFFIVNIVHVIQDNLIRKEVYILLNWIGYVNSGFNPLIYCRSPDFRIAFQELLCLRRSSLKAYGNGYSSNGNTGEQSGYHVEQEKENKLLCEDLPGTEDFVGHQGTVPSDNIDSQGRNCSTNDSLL
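Tango cell line, 1% FBS DMEM; cpd titration up to 46 microM; 18 hr, 37 degrees C, 5% CO2. Luciferin/ATP substrate mix added, 15 min RT, luminescence. %Activity, CRC fitting, curve-class categorization.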
FH mod = Identification of activators of human fumarate hydratase by quantitative high-throughput screening; Potency, µM (top dose mostly 79.9 µM), for inactives: top-dose activity change, negative = inhibition, most hits filed as inhibitors; AID 1347055, 2019; FH coupled MDH/diaphorase resazurin fluorescence, 15 min; actives 0.22% (n = 54,000); note: potency is the fitted concentration of half-maximal effect; % is set by controls: 0 for no effect and ±100 for the full control effect; the screen sought activators but most active calls are inhibition curves; nearly all actives have a fitted effect of over 45% in size
p53null 32C tox = qHTS Screen for Compounds that Selectively Target Cancer Cells with p53 Mutations: Cytotoxicity of p53 Null Cells at the Permissive Temperature. H1299-neo p53 null cells, ATP luminescence, 24 h, 32C. Potency, µM (series often up to 46.1 µM), inactives show at the top dose activity change, negative = cytotoxicity, most hits filed as cytotoxic. actives 0.62% (n = 55,000). AID 903, 2007;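 note: potency is the fitted concentration of half-maximal effect; 0% = DMSO only and -100% = full killing by 100 µM tamoxifen; nearly all actives have a fitted effect of over 55% in size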
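AC50 values derive from Hill modelling of qHTS concentration-response data (up to 46 uM) in H1299-neo cells. Cells were treated 24 h at 32C following overnight attachment at 37C; viability was read as cellular ATP.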
p53null 39C kill = qHTS Screen for Compounds that Selectively Target Cancer Cells with p53 Mutations: Cytotoxicity of p53 Null Cells at the Nonpermissive Temperature; actives 0.97% (n = 55,000); H1299 p53-null (neo) cells, 39C, ATPlite viability, 24 h; Potency, µM (top dose mostly 46.1 µM), inactives show at the top dose activity, negative = cell killing, most hits filed as cytotoxic;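 note: potency is the fitted concentration of half-maximal effect; 0% = DMSO only and -100% = full killing by 100 µM tamoxifen; nearly all actives have a fitted effect of over 50% in size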
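Luminescent ATP signal reported cell survival after H1299 lines (neo, p53 null; or p53 A138V) received up to 46 uM compound and 24 hr incubation at 39C.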
TSG101-PTAP inh = qHTS Validation Assay for Inhibitors of HIV-1 Budding by Blocking the Interaction of PTAP/TSG101: Sytravon Library Screen. Fluorescence polarization, FITC-PTAP peptide/Tsg101, 20 min. AID 1347069, 2019. Tumor susceptibility gene 101 protein (Homo sapiens), Q99816. Potency, µM (top dose mostly 115 µM), for the others: at the top dose activity change, negative = inhibition, usual class: inhibitors. 44,000 tested, under 10 active; note: potency is the fitted concentration of half-maximal effect; 0% is about no effect
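Compounds pinned into 10 uM Tsg101 binding domain, then 50 nM FITC-PTAP peptide added in pH 7.5 HEPES buffer; FP read after 20 min, room temperature. Total S+P intensity flags fluorescent compounds; active cut-off <25 µM, efficacy <60%.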
GALK inhibitor = qHTS Assay for Inhibitors of Human Galactokinase (GALK): NCGC Sytravon Library Screen; 44,000 tested, under 10 active; P51570; recombinant GALK, Kinase-Glo ATP luminescence, 1 h; Potency, µM (doses to about 57.5 µM), without a hit: at the top dose activity, negative = inhibition, most hits filed as inhibitors;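 note: plate controls were full GALK reaction for no effect and reaction lacking GALK for full effect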
Target sequence (P51570 whole entry, looked up): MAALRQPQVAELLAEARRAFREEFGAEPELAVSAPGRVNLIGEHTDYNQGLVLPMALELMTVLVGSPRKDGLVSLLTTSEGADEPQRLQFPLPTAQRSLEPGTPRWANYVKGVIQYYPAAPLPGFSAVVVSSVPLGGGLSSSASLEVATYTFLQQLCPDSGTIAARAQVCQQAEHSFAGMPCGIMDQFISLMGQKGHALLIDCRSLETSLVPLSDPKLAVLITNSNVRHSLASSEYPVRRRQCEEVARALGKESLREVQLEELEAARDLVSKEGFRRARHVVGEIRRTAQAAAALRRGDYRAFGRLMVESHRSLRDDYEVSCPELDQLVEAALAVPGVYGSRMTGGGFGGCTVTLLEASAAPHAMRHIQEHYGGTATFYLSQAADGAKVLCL
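5 nM GALK; 35 uM ATP; 100 uM D-galactose; 20 mM HEPES pH 8.0, 5 mM MgCl2, 60 mM NaCl, 1 mM DTT, 0.01% BSA; 1 h RT; Kinase-Glo Plus luminescence.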
The depositor's hits bear a star; ? = inconclusive; / = not tested or not shown; [ ] = dose if it differs, or a comment. Calls come from the whole dose curve; as a rule, active = well fitted curve in the direction sought with a large enough effect; inconclusive = small, poorly fitted or top-dose-only effect, or another doubt; inactive = no such curve, though single readings can be large; an effect the other way counts as inactive or inconclusive.

SMILES	NTMT1 inhibitor	B2AR arrestin ag	FH mod	p53null 32C tox	p53null 39C kill	TSG101-PTAP inh	GALK inhibitor
Cc1ccc(-n2c(=O)c3cccnc3n2CC(=O)Nc2cc(Cl)ccc2C)cc1	8.7%	-0.7%	?	-1.7%	-15.6%	1.5%	0.4%
Cc1c(C(=O)Nc2ccc(F)c(F)c2)oc2ccc(S(=O)(=O)N3CCCCC3)cc12	1.8%	-0.6%	-15.9%	-3.1%	27.3%	-3.3%	3.1%
Cc1ccc(C)c(Cn2c3ccccc3c3cnn(CC(=O)NCCC4=CCCCC4)c(=O)c32)c1	1.6%	-1.7%	-2.6%	-4.6%	-11.6%	-6.4%	6.5%
Cc1ccc2scc(N3CCCCC3C)c(=O)c2c1 (centres undefined)	-7.3%	-0.4%	0.5%	12.6µM*	15.8µM*	0.7%	2.2%
O=C(Nc1c2c(nn1-c1ccc(Cl)cc1)CS(=O)(=O)C2)c1ccc(Br)cc1	5.2%	1.0%	24.9%	3.4%	11.4%	-1.2%	0.4%
COc1ccc(CCNC(=O)CCn2c(=O)c3ccccc3n(Cc3ccccc3C)c2=O)cc1OC	?	1.1%	4.4%	?	?	4.4%	-4.6%
CCN(C(=O)CN1C(=O)COc2ccc(S(=O)(=O)N3CCOCC3)cc21)c1ccc(OC)cc1	7.0%	1.2%	-7.0%	1.6%	-22.0%	-1.6%	-7.3%
CCCN1C(=O)C(O)(CC(=O)c2ccc(CC)cc2)c2cc(Br)ccc21 (centres undefined)	6.3%	0.1%	?	12.2%	17.2%	-0.3%	1.1%
CC(=O)Nc1ccc(S(=O)(=O)N2CCC(c3ccncc3)CC2)cc1	-4.9%	-3.7%	-22.1%	-1.2%	7.6%	-8.5%	-4.5%
CCc1cccc(NC(=O)Cn2c(-c3ccc(F)cc3)cc(C(C)=O)c2C)c1	6.7%	-0.1%	-14.1%	-0.6%	17.4%	-9.0%	-1.1%
O=C(NCc1cccs1)c1ccc(CSc2nc3ccncc3n2Cc2ccccc2)cc1	6.5%	-1.1%	-3.8%	15.7%	-12.8%	0.3%	2.5%
Cn1c(=O)oc2cc(S(=O)(=O)N3CCCC(C(=O)N4CCN(c5cccc(Cl)c5)CC4)C3)ccc21 (centres undefined)	8.0%	0.6%	-10.0%	12.2%	-6.5%	-1.4%	-2.4%
CCCNC(=O)C1CCC(Cn2c(=O)c3sccc3n(Cc3ccccc3C)c2=O)CC1 (centres undefined)	-11.8%	-0.3%	1.7%	3.3%	-22.6%	1.2%	-0.4%
CC(=O)c1ccc(NC(=O)/C=C/c2ccc(C)o2)cc1	/	-0.1%	/	12.6µM*	?	-0.9%	2.9%
COc1ccc(-c2oc3ncn4nc(COc5ccc(C)cc5)nc4c3c2-c2ccc(OC)cc2)cc1	13.9%	-0.6%	?	6.5%	-19.9%	3.0%	1.0%
CCOc1cc(-c2ccc(OC(=O)c3ccc(OC)cc3)c(OC)c2)cc(=O)c2c(C)oc(C)c12	-11.9%	-1.5%	-18.6%	11.8%	9.2%	8.3%	-0.7%
CC(=O)N1CCc2c(sc3nc(SCC(C)C)n(-c4ccc(C)c(Cl)c4)c(=O)c23)C1	-5.3%	0.6%	?	?	?	4.3%	0.0%
COc1ccc(CCNC(=O)CN(c2ccc(C)cc2)S(=O)(=O)c2ccc(OC)cc2)cc1	5.1%	5.7%	-13.7%	19.2%	11.9%	-2.0%	0.0%
Cc1cccc(NC(=O)Cn2c(=O)nc(-c3ccccc3)c3ccccc32)c1C	-1.2%	-0.4%	-4.6%	-9.6%	4.7%	-6.9%	-2.5%
CCN1C(C(=O)c2ccccc2)=C(OC(=O)COc2ccc(C)cc2)c2ccccc2S1(=O)=O	-12.0%	1.1%	4.5%	-13.1%	-16.5%	-1.5%	0.1%
Cc1c(Cl)cccc1NC(=O)c1cc2sccc2n1Cc1ccc(F)cc1	89.1µM*	0.1%	-10.9%	?	-7.9%	-5.2%	0.9%
COc1ccc(C(=O)Nc2cc(C(C)C)c(O)c(S(=O)(=O)c3ccc(OC)cc3)c2C)cc1	8.1%	-1.6%	-17.0%	13.6%	-9.2%	-6.6%	5.2%
CCOC(=O)c1cc(-c2ccccc2)n(CCCC(=O)Nc2ccccc2C)c1C	-2.1%	3.2%	-5.9%	13.2%	18.1%	1.8%	-1.5%
Cc1nn(CC(=O)N2CCN(c3cccc(C(F)(F)F)c3)CC2)c(=O)c2cc3sccc3n12	8.1%	0.4%	-0.9%	-4.0%	13.6%	-1.7%	-0.5%
CCc1cc2c(cc3c(=O)n(CCCC(=O)NCc4ccccc4Cl)nc(CC)n32)s1	11.5%	9.6%	-10.1%	-7.2%	?	2.3%	-0.9%
O=C(O)CC(NS(=O)(=O)c1ccc(Cl)s1)c1ccccc1 (centres undefined)	1.7%	-0.9%	-0.5%	3.9%	-14.8%	-4.1%	0.9%
COC(=O)c1c(NC(=O)COc2ccc(Cl)cc2)sc(C)c1C	-1.6%	0.8%	0.4%	-0.3%	33.2%[activator]	-5.7%	-0.4%
Clc1ccc2nc(-c3ccc(Br)o3)c(Nc3ccc4c(c3)OCCO4)n2c1	6.9%	0.7%	0.2%	5.7%	-16.2%	-0.9%	-0.3%
CCN(c1ncnc2c1cnn2-c1cc(Cl)ccc1C)C1CCCCC1	-1.1%	0.3%	-34.7%	27.4%	-1.0%	-3.1%	0.1%
CCOc1ccccc1N1CC(c2nc3ccccc3n2Cc2c(C)cc(C)cc2C)CC1=O (centres undefined)	-5.3%	-3.5%	-19.5%	-0.6%	-0.6%	-8.3%	6.5%
O=S(=O)(Nc1ccc2nc(-c3cccc(Cl)c3)oc2c1)c1ccccc1	-3.6%	-4.0%	?	25.8%	?	-5.0%	-1.0%
O=c1c2oc3ccccc3c2ncn1Cc1ccc(Br)cc1	2.6%	1.9%	7.1%	-3.7%	22.8%	-4.5%	0.0%
Cc1oc(-c2ccc(C(=O)NCCN(C)C)cc2)nc1CS(=O)(=O)c1ccccc1	-3.1%	-0.9%	-10.1%	0.4%	37.7%[activator]	-3.0%	-1.8%
Cc1nnc(NC(=O)CSc2nccn2Cc2ccccc2)s1	2.0%	1.9%	6.8%	-0.6%	-10.1%	-2.7%	0.2%
CCOc1ccc(C(=O)CSc2nnc3cc(C)c4ccccc4n23)cc1	-5.1%	-3.8%	-22.0%	0.7%	2.0%	-0.6%	1.5%
COc1cc(N2C(=O)CSC23C(=O)N(C)c2ccccc23)cc(OC)c1OC (centres undefined)	-23.5%	0.6%	-4.9%	-4.5%	6.4%	-0.2%	0.6%
CCOC(=O)COc1ccc(C)cc1C(=O)c1ccn2nc(-c3ccc(C)cc3)cc2n1	13.5%	1.1%	-6.6%	/	/	-5.9%	8.9%
COc1cccc(NC(=O)Cc2csc(COc3cccc(C)c3)n2)c1	5.8%	-2.9%	-19.0%	-9.3%	3.3%	-3.3%	3.3%
Cc1ccc(-c2cc(C(=O)Oc3ccc(C#N)cc3)no2)cc1C	-3.2%	-2.4%	-42.1%	?	-24.3%	-4.7%	5.5%
O=C(COc1ccccc1F)OCc1cc(=O)n2nc(-c3cccs3)sc2n1	-11.9%	0.9%	3.2%	3.9%	3.5%	7.2%	1.2%
CCn1cc(C(=O)NCCCN2CCCC(C)C2)c(=O)c2cc(S(=O)(=O)N(C)C3CCCCC3)ccc21 (centres undefined)	-17.5%	0.7%	-8.5%	4.4%	11.4%	-6.3%	9.5%
O=C(CN1CCSc2ccccc21)NCc1ccccc1F	-1.9%	1.4%	-25.2%	-3.7%	-12.8%	-3.1%	4.4%
Cc1ccc2nc(CSc3nnc(NC(=O)C(C)C)s3)cc(=O)n2c1	-1.8%	0.1%	-7.7%	0.0%	-22.8%	3.3%	0.7%
Cc1ccc(NC(=O)CSc2nc(C)c(Cc3ccccc3)c(=O)[nH]2)cc1C	4.8%	?	-7.0%	33.2%[activator]	25.5%	-8.7%	?
Cc1c(C(=O)N2CCCC2)oc2c1-c1nn(CC(=O)NCc3ccc(OC(C)C)cc3)cc1CC2	-1.3%	1.0%	-8.6%	4.2%	-12.9%	0.4%	0.0%
COc1cccc(C2C(C(=O)Nc3ccc(C)cc3C)=C(C)Nc3c(C(=O)Nc4cccc(C)c4)cnn32)c1OC (centres undefined)	25.1%	0.1%	-3.5%	8.9%	3.0%	-3.7%	-2.7%
CCCCn1c(SCC(=O)c2ccccc2)nc2c(sc3ccccc32)c1=O	-44.9%	-2.7%	4.4%	-1.8%	7.4%	-0.1%	-1.5%
COc1ccc(CNC(=O)c2cc(-c3cccs3)nc3ccccc23)c(OC)c1	-22.1%	0.6%	?	2.3%	-3.0%	-0.1%	-0.5%

Pulled by compound from the list above:
SMILES	NTMT1 inhibitor	B2AR arrestin ag	FH mod	p53null 32C tox	p53null 39C kill	TSG101-PTAP inh	GALK inhibitor
O=C(O)CC(NS(=O)(=O)c1ccc(Cl)s1)c1ccccc1 (centres undefined)	1.7%	-0.9%	-0.5%	3.9%	-14.8%	-4.1%	0.9%
Cc1ccc(-c2cc(C(=O)Oc3ccc(C#N)cc3)no2)cc1C	-3.2%	-2.4%	-42.1%	?	-24.3%	-4.7%	5.5%

Some of these compounds in order of count of non-hydrogen atoms, smallest number first.
SMILES	NTMT1 inhibitor	B2AR arrestin ag	FH mod	p53null 32C tox	p53null 39C kill	TSG101-PTAP inh	GALK inhibitor
O=C(CN1CCSc2ccccc21)NCc1ccccc1F	-1.9%	1.4%	-25.2%	-3.7%	-12.8%	-3.1%	4.4%
Cc1ccc2nc(CSc3nnc(NC(=O)C(C)C)s3)cc(=O)n2c1	-1.8%	0.1%	-7.7%	0.0%	-22.8%	3.3%	0.7%
Cc1ccc(NC(=O)CSc2nc(C)c(Cc3ccccc3)c(=O)[nH]2)cc1C	4.8%	?	-7.0%	33.2%[activator]	25.5%	-8.7%	?

Other compounds follow.
SMILES	NTMT1 inhibitor	B2AR arrestin ag	FH mod	p53null 32C tox	p53null 39C kill	TSG101-PTAP inh	GALK inhibitor
CCC1CCCCN1C(=O)c1nn(-c2ccc(C)cc2)c(=O)c2c1c1ccccc1n2C (centres undefined)	18.2%	0.4%	-6.5%	1.8%	-7.4%	-3.2%	0.1%
CCOc1ccc(NC2SC(=O)N(Cc3ccccc3)C2=O)cc1 (centres undefined)	2.2%	0.4%	39.8µM*[activator]	7.0%	-5.9%	0.6%	-2.3%
O=c1[nH]c(SCc2ccc(F)cc2)nc2c1CCCC2	-4.8%	-2.5%	-7.4%	-6.4%	-4.3%	0.9%	2.5%
Cc1ccc(CNC(=O)c2cc3cc(C)ccc3n2C)cc1	6.4%	-4.7%	3.0%	?	?	-5.2%	0.3%

The list is partial (hit frequency here may not be typical).
